# DNMT1 inh – blocks human DNA methyltransferase DNMT1; P26358; DNMT1 molecular beacon, Hinp1I cleavage, fluorescence; inhibition (reported as % activation of signal), % at 10 µM; 0.83% of 360,000 active; in the data active means inhibition above about 50%
# CSN inh – blocks human CSN-mediated cullin deneddylation. 0.38% of 360,000 active. Purified CSN, SCF-Nedd8-OG deneddylation, fluorescence polarization. inhibition, % at 12.5 µM;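 active means pattern-corrected inhibition above about 35%, with an unprinted fluorescence ratio check between 0.5 and 1.5, limit read from the data, passing the limit was not always enough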;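 further: 0% = enzyme with substrate and 100% = substrate without enzyme; some results filed as inactive read as strong as hits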
#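 Test system: purified human Csn5 enzyme expressed in HEK293T cells. Amount: 0.24 nM enzyme. Reagent: SCFSkp2-Nedd8OG substrate at 10 nM final. Schedule: 90 min incubation of compound, enzyme and substrate at room temperature. Detection: fluorescence polarization. Read-out: % inhibition of substrate cleavage by Csn5.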
# NadD block – NadD (S. aureus) enzyme inhibition; inhibition, % at 20 µM; purified NadD enzyme, colorimetric absorbance read-out; 0.78% of 360,000 active; in the data active means inhibition above about 26%; further: some compounds past the cut are filed as inactive
# STEP block – blocks human striatal-enriched tyrosine phosphatase; P54829; recombinant STEP, OMFP fluorogenic substrate, fluorescence; inhibition, % at 20 µM; 0.25% of 360,000 active; AID 588621;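 active means inhibition at 20 µM, scaled per plate between control wells, above about 37%, limit read from the data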;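 further: 0% = DMSO with enzyme and substrate and 100% = substrate only without enzyme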
# Target sequence (P54829 whole entry, looked up): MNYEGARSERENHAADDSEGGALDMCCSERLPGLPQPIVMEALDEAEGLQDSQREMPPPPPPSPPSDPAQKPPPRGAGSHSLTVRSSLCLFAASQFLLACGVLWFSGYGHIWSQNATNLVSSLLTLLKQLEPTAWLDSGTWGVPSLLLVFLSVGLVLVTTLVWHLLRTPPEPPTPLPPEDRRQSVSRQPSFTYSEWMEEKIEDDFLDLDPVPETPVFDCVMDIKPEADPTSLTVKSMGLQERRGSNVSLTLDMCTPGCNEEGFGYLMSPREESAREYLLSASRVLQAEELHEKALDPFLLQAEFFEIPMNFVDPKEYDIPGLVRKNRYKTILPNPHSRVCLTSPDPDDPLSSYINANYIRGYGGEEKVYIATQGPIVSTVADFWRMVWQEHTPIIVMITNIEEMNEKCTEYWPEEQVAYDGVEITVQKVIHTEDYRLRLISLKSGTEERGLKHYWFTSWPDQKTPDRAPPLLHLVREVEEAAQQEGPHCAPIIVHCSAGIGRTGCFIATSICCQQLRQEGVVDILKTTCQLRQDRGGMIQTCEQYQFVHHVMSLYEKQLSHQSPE
#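 Material: STEP (striatal-enriched tyrosine phosphatase) enzyme, cell-free; Compound dosing: 20 µM single dose in 1% DMSO; Technique: fluorescence read at 480 nm ex / 540 nm em; Times: reaction 20 min, ambient temperature; Medium: 50 mM Bis-Tris pH 6.0 with 2.5 mM DTT and 0.005% Tween 20; Also added: OMFP at 25 µM.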
# Tb MetRS inh – blocks T. brucei methionyl-tRNA synthetase activity; 0.4% of 360,000 active; purified T. brucei MetRS, ATP depletion, Kinase-Glo luminescence; inhibition, % at 11.9 µM; AID 624268;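 active means inhibition above a per-plate cutoff of the control wells' mean inhibition plus 3 SD, cut at about 5.5% in these data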;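 further: 0% = DMSO wells median and 100% = median of wells with control inhibitor compound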
#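 Test system – parasite MetRS enzyme · Reagent – substrates ATP, L-methionine and bulk Escherichia coli tRNA · Doses – 11.9 µM compound single dose, 0.9% DMSO · Times – 15 min enzyme-compound preincubation, 2 h reaction, 10 min detection, 25 °C · Signal – Kinase-Glo luminescence, ATP depletion format · Controls – DMSO-only wells as low control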
# LMPTP block – LMPTP (human) inhibition. 0.22% of 360,000 active. recombinant LMPTP-A, OMFP fluorogenic substrate, fluorescence intensity. AID 651560. inhibition, % at 20 µM;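 active means compounds that cut the enzyme signal by at least half of the control window in the single-dose screen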;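 further: plate controls were DMSO wells with enzyme plus substrate for no effect and substrate without enzyme for full effect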
#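 Test system: LMPTP-A phosphatase enzyme. Amount: LMPTP-A at 0.625 nM final in the reaction. Reagent: OMFP substrate, 400 µM final. Times: 50 min at room temperature. Signal: endpoint fluorescence intensity from OMFP dephosphorylation. Read-out basis: % inhibition. Benchmarks: no-enzyme and uninhibited controls.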
# SUMO1 PPI mod – SUMO1-SIM interaction modulation | SUMO1 binding to a labelled peptide, TR-FRET, 1 h | P63165 | 0.33% of 360,000 active | inhibition, % at 20 µM; in the data active means inhibition above about 37%
# Rpn11 block – Rpn11 (human) deubiquitinase inhibition. 0.59% of 360,000 active. calls only at 20 µM. human 26S proteasome, Ub4-pepOG fluorescence polarization; 20S core pre-blocked with epoxomicin. O00487;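 active means inhibition at 20 µM, scaled to each plate's controls, above about 33%, limit read from the data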
# Target sequence (O00487 whole entry, looked up): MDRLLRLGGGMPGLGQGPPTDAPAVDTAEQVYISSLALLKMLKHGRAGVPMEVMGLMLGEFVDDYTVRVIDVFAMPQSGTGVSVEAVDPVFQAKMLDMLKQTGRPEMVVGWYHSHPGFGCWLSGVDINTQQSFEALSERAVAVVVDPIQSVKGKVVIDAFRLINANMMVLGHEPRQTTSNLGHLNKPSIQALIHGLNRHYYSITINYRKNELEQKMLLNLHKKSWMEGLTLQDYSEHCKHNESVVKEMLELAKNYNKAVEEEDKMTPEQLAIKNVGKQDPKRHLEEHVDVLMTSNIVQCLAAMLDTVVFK
# PABP1 MLLE inh – inhibitors of microRNA-mediated deadenylation, human PABP1 MLLE binding; P11940; GST-MLLE / FITC-PAM2 fluorescence polarization; inhibition, % at 20 µM; 0.36% of 360,000 active; in the data active means inhibition above about 35%, passing the limit was not always enough;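 further: plate controls were DMSO wells with GST-MLLE for no effect and wells lacking GST-MLLE protein for full effect; some results filed as inactive read as strong as hits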
# Scp1 inh – inhibitors of human Scp-1 phosphatase; Q9GZU7; Recombinant Scp1, phosphopeptide, malachite green phosphate absorbance; inhibition, % at 20 µM; 0.88% of 340,000 active;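 active means inhibition above about 50% at 20 µM, limit read from the data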;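 further: plate controls were DMSO wells with enzyme for no effect and wells lacking enzyme for full effect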
# Target sequence (Q9GZU7 76-261 limits assumed): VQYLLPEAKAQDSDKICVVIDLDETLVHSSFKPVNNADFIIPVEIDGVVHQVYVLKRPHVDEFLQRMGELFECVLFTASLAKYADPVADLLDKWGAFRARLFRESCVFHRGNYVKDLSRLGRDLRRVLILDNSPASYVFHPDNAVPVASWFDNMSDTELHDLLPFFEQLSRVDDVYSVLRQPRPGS
#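 System: truncated SCP-1 phosphatase (76-261aa); medium: Tris acetate buffer pH 5.5 with MgCl2 and Tween-20; incubation: 45 min room-temperature reaction, 5 min colour, 30 min stabiliser; compound: single 20 µM dose, 1% DMSO; reagent: Phosphorylated 17-residue peptide substrate; read-out: % inhibition at 20 µM; technique: colorimetric free-phosphate detection, absorbance 630 nm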
# Starred values were filed as active, the others as inactive; i = inactive; / = no result given; & = joins results of further samples.
SMILES,DNMT1 inh,CSN inh,NadD block,STEP block,Tb MetRS inh,LMPTP block,SUMO1 PPI mod,Rpn11 block,PABP1 MLLE inh,Scp1 inh
O=C(c1c(O)cc(O)cc1O)C1c2c(cc(O)c3c2O[C@H](c2ccc(O)cc2)[C@@H](O)C3)OC1c1ccc(O)cc1 (stereo partly drawn),-15,1,2,-3,1.0,1.7,15,i,-10,-9
CCOC(=O)CCc1c(C)c2ccc(OCC(=O)N(CC)CC)c(C)c2oc1=O,-4,-2,8,1,-0.2,-0.8,-3,i,-4,-4
COc1ccc(OC)c(S(=O)(=O)Nc2cccc(O)c2)c1,0,1,-4,-2,-0.8,-0.8,0,i,-5,-11
O=C1OC(Cc2ccncc2)C(O)=C1C1=NCCCN1 (stereo not drawn),5,-2,-6,-5,0.1,-3.1,-2,i,6,-4
COc1cc(C(O)c2nc(-c3cccc(C(C)C)c3)cs2)ccc1F (stereo not drawn),1,1,-6,-1,-0.5,2.7,1,i,5,/
COC(C(=O)Nc1cc([N+](=O)[O-])ccc1C)c1ccccc1 (stereo not drawn),-1,6,-8,0,-0.5,-0.8,-12,i,-7,-5
CC(=O)Nc1ccc(C=NN=C2c3ccccc3-c3ccccc32)cc1,-12,-1,-3,-4,-0.4,2.2,-7,i,2,-8
Cc1cc(CNC(=O)C(C)Cc2ccccc2)nn1C (stereo not drawn),2,1,-3,-2,-0.2,-0.4,8,i,-1,-3
CSCC[C@H](NC(=O)[C@H](Cc1ccccc1)n1c(=O)[nH]c2ccccc2c1=O)C(=O)N[C@@H](Cc1ccccc1)C(=O)O,-3,4,-1,1,0.1,0.1,1,i,-4,-4
Cc1[nH]c(=O)[nH]c(=O)c1/C=N/NC(=O)CCCCCNC(=O)OC(C)(C)C,18,3,-5,-2,-1.3,-0.3,-6,i,9,-9
COc1ccc(/C=C/c2nnc(NC(=O)CSc3ccc(Cl)cc3)s2)cc1,42,-3,9,-1,0.1,-0.2,4,i,-12,-5
CCOc1ccccc1NC(=O)CC1Nc2ccccc2NC1=O (stereo not drawn),-16,0,6,4,-1.6,0.6,6,i,-17,-6
Cc1ccc(C)c(C(=O)N(Cc2nc(-c3ccc(Cl)cc3)no2)C(C)C)c1,0,-1,-2,3,-0.5,6.4,9,i,-4,-18
O=C(COC(=O)c1cc(=O)[nH]c2ccccc12)c1ccc(Br)cc1,3,-1,0,-2,0.3,-0.7,-5,i,-7,-7
O=[N+]([O-])c1ncccc1OCc1ccccc1Br,3,5,0,-1,-0.1,0.8,-22,i,-10,-1
CN1CCC(=O)N([C@H](CN=[N+]=[N-])c2ccccc2)CC1,0,2,-1,9,-0.3,-3.2,-2,i,15,0
COc1ccc(S(=O)(=O)c2ccccc2)cc1NS(=O)(=O)c1cccc(C(=O)O)c1,-5,-4,-1,0,0.1,0.6,5,i,4,1
Cc1nnc(NC(=O)CSc2ncnc3c2cnn3-c2ccccc2C)s1,-7,-1,5,-1,-0.5,1.4,2,i,1,-5
Cc1cc(=O)oc2cc(OCC(=O)NC3CCN(Cc4ccccc4)CC3)c(Cl)cc12,8,-3,0,2,-0.5,-1.1,-1,i,7,-5
Cc1onc(-c2c(F)cccc2Cl)c1C(=O)NC(=S)Nc1c(C)n(C)n(-c2ccccc2)c1=O,2,-15,0,3,-0.9,3.2,-5,i,45*,5
O=C(C[n+]1ccccc1)N/N=C/c1ccccc1F,-2,-3,-5,-2,-0.3,-0.8,-5,i,-4,-9
CCOc1cc(C#N)ccc1OCC(=O)NNC(=O)CC1CCS(=O)(=O)C1 (stereo not drawn),77*,-4,-5,3,-0.2,-0.3,1,i,7,-8
Cc1ccc(CC2CC(=O)N(Cc3ccco3)C2=O)cc1 (stereo not drawn),-5,4,12,4,-0.7,-1.4,-1,i,1,-3
O=C1CC2(CCN1)CCN(Cc1ccccc1)CC2,3,-1,4,-1,-0.4,-1.1,-7,i,3,-3
Cc1csc(N(C(=O)CCNC(=O)c2ccc([N+](=O)[O-])cc2)c2ccccc2)n1,-3,-7,-3,-3,-0.4,-0.2,-23,i,0,-1
CCN1CCN(c2ccc(S(=O)(=O)N3CCOCC3)cc2N)CC1,0,0,2,0,0.1,1.0,8,i,-9,-1
N/C(=N\OC(=O)c1ccc([N+](=O)[O-])cc1Cl)c1ccccn1,5,-1,-4,-2,-1.0,-2.2,-31,i,1,0
COc1cc(NC(=S)Nc2ccc(N(C)C(C)=O)cc2)cc(OC)c1,-2,-1,-4,-2,-1.0,-0.2,0,i,36*,0
O=C(O)c1ccc2c(c1)ncn2C1CCCCCC1,3,-1,-6,4,-0.8,-1.7,2,i,2,15
Cc1c(/C=C2\SC(=O)N(CC(=O)Nc3ccc4c(c3)OCO4)C2=O)c2ccccc2n1C,6,5,22,-2,-0.2,2.9,-7,i,-15,-7
Cc1ccc(S(=O)(=O)NNC(=S)Nc2cccc(C)c2C)cc1,1,-1,-3,-1,-0.5,1.0,0,i,22,-4
c1coc(-c2nnc(-c3cccs3)o2)c1,1,1,-3,-3,-0.7,-0.5,3,i,0,-9
Cc1cccc(S(=O)(=O)NC(=O)C2(C)CCN2C(=O)Cc2ccc(-c3ccccc3)cc2)c1 (stereo not drawn),6,-2,4,2,0.2,-0.9,10,i,7,/
O=C1CCN(C(=S)NCCc2ccccc2)CC1,1,-2,-3,-3,-0.5,-1.1,0,i,-126,-7
O=c1c2c3nc4ccccc4nc3n(CCN3CCOCC3)c2ncn1CCN1CCOCC1,2,2,-1,1,-0.5,-0.6,-30,i,4,-7
O=C(NCc1ccccc1)NCC12CC3CC(CC(C3)C1)C2,4,-2,-3,-4,-0.6,0.0,-4,i,-9,-5
Cc1ccc(C(=O)Nc2cccc(C(F)(F)F)c2)cc1NC(=O)c1csc(-c2ccncc2)n1,4&2,4&-4,3&5,2&2,-0.5&-0.3,1.1&0.5,6&7,i,1&15,14
C=CCn1c(SCC#N)nc2sc(CC)cc2c1=O,-1,-2,-9,1,-0.7,0.6,-1,i,4,-7
C[C@]12c3[nH]c4ccc(Cl)cc4c3CCN1C(=O)[C@@H](CC(=O)NCCN1CCOCC1)C[C@@H]2C(=O)N1CCOCC1,5,8,0,-2,0.1,-7.4,-2,i,1,1
Cc1ccc(-n2[nH]c(=O)c(-c3ccccn3)c2C)cc1,2,-8,-1,-2,-0.2,-0.8,-5,i,-14,-14
O=C(NCCc1cccc(F)c1)C1CC(O)CN1C(=O)Nc1ccccc1 (stereo not drawn),8,-3,0,-1,-0.1,-1.8,28,i,20,/
Cc1csc(SCc2nnc(-c3ccc(Cl)cc3)o2)n1,0,3,1,-2,-0.3,-1.1,-1,i,7,2
Cc1ccc2nc(SCC(=O)Nc3ccc4[nH]c(=O)[nH]c4c3)[nH]c2c1,0,4,-4,6,1.1,-0.5,4,i,-96,-1
Cc1onc(-c2ccccc2Cl)c1C(=O)N1CCC(C(N)=O)CC1,10,0,-4,-2,-1.1,-0.5,3,i,4,2
O=C(NC(c1ccccc1)c1ccccc1)C1CCCC1,5,-16,-2,0,0.1,-0.7,0,i,3,-2

# An excerpt of these results, with tabs:
canonical_smiles	DNMT1 inh	CSN inh	NadD block	STEP block	Tb MetRS inh	LMPTP block	SUMO1 PPI mod	Rpn11 block	PABP1 MLLE inh	Scp1 inh
c1coc(-c2nnc(-c3cccs3)o2)c1	1	1	-3	-3	-0.7	-0.5	3	i	0	-9
Cc1cccc(S(=O)(=O)NC(=O)C2(C)CCN2C(=O)Cc2ccc(-c3ccccc3)cc2)c1 (stereo not drawn)	6	-2	4	2	0.2	-0.9	10	i	7	/
O=C1CCN(C(=S)NCCc2ccccc2)CC1	1	-2	-3	-3	-0.5	-1.1	0	i	-126	-7
O=c1c2c3nc4ccccc4nc3n(CCN3CCOCC3)c2ncn1CCN1CCOCC1	2	2	-1	1	-0.5	-0.6	-30	i	4	-7
O=C(NCc1ccccc1)NCC12CC3CC(CC(C3)C1)C2	4	-2	-3	-4	-0.6	0.0	-4	i	-9	-5

# Later entries:
SMILES,DNMT1 inh,CSN inh,NadD block,STEP block,Tb MetRS inh,LMPTP block,SUMO1 PPI mod,Rpn11 block,PABP1 MLLE inh,Scp1 inh
O=C(COC(=O)c1cc(S(=O)(=O)N2CCOCC2)ccc1F)Nc1ccccc1C(F)(F)F,1,0,-5,0,0.0,-0.8,-3,i,6,/
CCCCCCCCNCCS(=O)(=O)NCCCCCCCC,-2,0,-7,5,-0.4,-36,-10,i,1,1
COC(=O)c1cc2sccc2n1CC(=O)N1CCCc2ccccc21,2,3,-2,2,-0.7,-0.3,3,i,-2,-11
CC(=O)OC1CCC2C3CCC4=C(CC(F)C(=O)C4)C3CCC12C (stereo not drawn),1,2,-6,1,-0.1,2.3,14,i,5,-3
O=C1CNC(=O)c2c(nc3n2CCC3)N1,2,2,3,-2,-0.8,-2.1,0,i,1,-1
Cc1cc(C(=O)NNC(=O)Nc2cccc(C(F)(F)F)c2)no1,5,-16,-1,2,-1.4,4.1,-1,i,2,-5
COc1nccnc1NS(=O)(=O)c1ccc(NC(=S)NC(=O)c2ccccc2F)cc1,0,-2,1,-1,-0.3,-0.7,8,i,23,-10
O=C(Nc1cccnc1)c1ccc(Cl)cc1[N+](=O)[O-],-1,-7,0,1,0.8,1.3,-24,i,-13,6
CC1=C(C)CS(=O)N(c2ccc(S(N)(=O)=O)cc2)C1 (stereo not drawn),-2,0,4,2,-0.7,-1.3,-1,i,-30,1
CCN1C(C)=C(C)S/C1=C1\SC(=S)N(N)C1=O,1,-6,-2,2,-0.1,1.2,-8,i,25,-4
O=C(CSc1ccccc1)Nc1cccnc1,2,-3,-2,-2,-0.3,0.4,-3,i,4,-5
CC(C)(C)c1ccc(COn2ccnc2)cc1,0,0,-3,1,-0.6,-1.7,0,i,2,-5
COc1ccc(S(=O)(=O)N2CCC(C(=O)N[C@@H](C)C(=O)NCc3ccncc3)CC2)cc1,-3,0,1,-2,-0.7,-2.3,1,i,0,0
NC(=O)c1cccc(-c2noc(-c3ccccc3F)n2)c1,1,-5,-1,4,0.4,0.8,0,i,0,-9

# Screening data deposited in PubChem by several laboratories.
